LAP4 TOR yeast: yeast TOR pathway LAP4-GFP modulation; AID 2023; S. cerevisiae LAP4-GFP multiplex, flow cytometry GFP, 3 h; median GFP as percent of DMSO wells; hit rate 0.34% among 320,000; GFP response vs DMSO, % at 10 µM;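 active means GFP response vs DMSO above a set limit, about the screen mean plus 3 SD, cut at about 150% in these data; inconclusive means under 70 cell events counted for the yeast strain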
proCasp3 act: procaspase-3 (human) activation. P42574. recombinant procaspase-3 D3A, Ac-DEVD-pNA absorbance 405 nm. activation, % at 8.5 µM. hit rate 0.11% among 330,000. AID 463141;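 active means activation above the mean of all tested compounds plus 3 SD, cut at about 21% in these data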;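 further: 0% = DMSO alone and 100% = DMSO wells spiked with extra 5 µM PC-3 D3A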
Target sequence (P42574 whole entry D9A/D28A/D175A): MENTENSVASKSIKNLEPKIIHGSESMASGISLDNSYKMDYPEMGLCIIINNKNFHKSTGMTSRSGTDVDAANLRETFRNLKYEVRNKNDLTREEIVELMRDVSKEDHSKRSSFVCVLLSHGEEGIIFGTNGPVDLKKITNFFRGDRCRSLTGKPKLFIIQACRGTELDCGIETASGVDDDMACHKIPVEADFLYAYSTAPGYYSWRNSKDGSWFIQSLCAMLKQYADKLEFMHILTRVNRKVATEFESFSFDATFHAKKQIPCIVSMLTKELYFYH
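Compound: 8.5 µM single point, 0.8% DMSO / Material: Autoprocessing-dead procaspase-3 D3A mutant enzyme / Timing: 1 h preincubation plus 2 h reaction at 25 °C / Medium: Zinc-free HEPES/NaCl buffer with 0.01% Triton X-100 at pH 7.4 / Technique: 405 nm absorbance of p-nitroaniline, reads at 0 and 120 min / Repeats: one well per compound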
CR mimetic SO: yeast age-related superoxide inhibition as caloric restriction mimetic; S. cerevisiae aged cells, superoxide DHE fluorescence; stronger effect = lower value; hit rate 0.18% among 330,000; superoxide response (% of plate mean), % at 10 µM;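 active means superoxide response under a set limit, about three screen SD below normal, cut at about 65% in these data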;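 further: yeast aged for seven days with compound at 30 °C before DHE staining; 100% = average MFI of all compound-treated wells on the plate with controls excluded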
AHR act: activators of human aryl hydrocarbon receptor. activation, % at 5 µM. AHR-responsive luciferase reporter cells, luminescence. P35869. hit rate 2.5% among 320,000; in the data active means activation above about 47%;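 further: 0% = vehicle wells and 100% = reference agonist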
MEP2-GFP yeast: yeast TOR pathway MEP2-GFP modulation; GFP response vs DMSO, % at 10 µM; S. cerevisiae MEP2-GFP strain, flow cytometry GFP, 3 h; 100% = DMSO control level; hit rate 0.51% among 330,000; AID 2016;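 active means GFP response versus DMSO above a set limit, roughly screen mean plus 3 SD, cut at about 180% in these data; inconclusive means fewer than 70 cells counted for a yeast strain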;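 further: median GFP fluorescence of the barcode-gated MEP2-GFP cells per well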
procasp7 counter: counter-screen: procaspase-7 (human) activation; AID 463210; recombinant procaspase-7, Ac-DEVD-pNA absorbance 405 nm; D23A/D198A/D206A triple mutant, cannot self-cleave; scale: DMSO 0, 5 µM enzyme 100; P55210; hit rate 0.093% among 330,000; activation, % at 8.5 µM;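 active means percent activation above the screen-wide mean plus 3 SD, cut at about 25% in these data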
Target sequence (P55210 whole entry D23A/D198A/D206A): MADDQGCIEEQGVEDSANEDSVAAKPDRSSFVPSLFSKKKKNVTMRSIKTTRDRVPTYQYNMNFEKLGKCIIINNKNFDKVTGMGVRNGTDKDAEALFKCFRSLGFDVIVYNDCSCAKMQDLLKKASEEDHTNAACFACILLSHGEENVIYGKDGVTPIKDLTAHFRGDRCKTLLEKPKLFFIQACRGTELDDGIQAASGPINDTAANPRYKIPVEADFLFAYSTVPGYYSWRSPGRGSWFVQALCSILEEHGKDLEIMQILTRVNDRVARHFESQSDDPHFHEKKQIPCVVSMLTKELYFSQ
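Assay system: Uncleavable procaspase-7 mutant enzyme; Input: 2 µM procaspase-7 mutant as dispensed; Also added: DEVD-pNA substrate; Medium: Zinc-free HEPES pH 7.4 with 300 mM NaCl, 0.01% Triton X-100; Timing: 1 h compound preincubation, 2 h substrate cleavage, 25 °C; Measured by: Epi-absorbance of released pNA at 405 nm, two timepoints.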
JMJD2C inh: inhibitors of human GASC-1 (JMJD2C) demethylase. hit rate 0.069% among 330,000. GST-JMJD2C(1-420) H3K9me3 demethylation, DELFIA europium. Q9H3R0. AID 2099. inhibition, % at 2.35 µM;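 active means more than half of a compound's replicate wells show inhibition beyond 50%, single wells judged on their own value; inconclusive means some, but no more than half, of replicates pass 50% inhibition; inactive means no replicate passes 50% inhibition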;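 further: signal counts dimethyl H3K9 product captured on neutravidin plate; 0% = median of DMSO wells and 100% = 0.3 times that DMSO median; strong numbers were not always called active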
Target sequence (Q9H3R0 1-420 limits assumed): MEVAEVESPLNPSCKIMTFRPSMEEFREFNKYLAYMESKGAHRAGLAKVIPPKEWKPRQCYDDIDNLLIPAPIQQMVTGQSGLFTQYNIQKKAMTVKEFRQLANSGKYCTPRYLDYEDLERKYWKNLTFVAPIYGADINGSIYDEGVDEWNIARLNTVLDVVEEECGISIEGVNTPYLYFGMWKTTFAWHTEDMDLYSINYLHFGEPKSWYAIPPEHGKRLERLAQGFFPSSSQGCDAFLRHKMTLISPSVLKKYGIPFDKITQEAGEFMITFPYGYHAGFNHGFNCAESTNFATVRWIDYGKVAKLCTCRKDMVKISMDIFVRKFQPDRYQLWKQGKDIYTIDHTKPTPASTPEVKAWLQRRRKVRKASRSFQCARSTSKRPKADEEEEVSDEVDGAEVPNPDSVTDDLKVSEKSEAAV
RPL19A TOR yeast: yeast TOR pathway RPL19A-GFP modulation; S. cerevisiae RPL19A-GFP strain, flow cytometry, 3 h; stronger effect = lower value; percent response vs DMSO, % at 10 µM; hit rate 0.3% among 330,000; AID 2025;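 active means percent response vs DMSO below 50%; inconclusive means fewer than 70 events counted for the yeast strain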;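 further: median channel GFP fluorescence of the barcoded RPL19A-GFP strain; ratio of sample median GFP to plate DMSO average so 100% = DMSO; lower means less RPL19A-GFP as with rapamycin TOR inhibition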
An asterisk follows results filed as active; ? = inconclusive; . = not tested or not shown; [ ] = dose if it differs, or a comment. Rows are unselected. Share with any hit: about 3.8%.

The opening 13 compounds, to show the layout:
canonical_smiles,LAP4 TOR yeast,proCasp3 act,CR mimetic SO,AHR act,MEP2-GFP yeast,procasp7 counter,JMJD2C inh,RPL19A TOR yeast
CN(C)C(=O)CNc1n[nH]c(=S)[nH]c1=O,105,4,98,0,106,3,3,99
CCn1nc(C)c(Br)c1-c1nc(CS(=O)(=O)c2ccc(F)cc2)no1,102,4,106,0,98,-2,-20,96
Cc1ccc(C)c(C(C)NC(=O)c2ccccc2Br)c1 (centres undefined),100,0,78,0,96,-5,-4,101
O=C(N/N=C/C=C/c1ccccc1[N+](=O)[O-])c1cccnc1,95,-2,94,72*,105,-1,-18,104
Cc1ccc(OCc2nn3c(-c4ccco4)nnc3s2)cc1,90,-1,101,-5,97,-40,-18,91
C/C=C/C(=O)OCC(=O)Nc1ccc(SC(F)F)cc1,108,-1,104,5,98,3,-12,103
Cc1ccc(CCNC(=O)c2nnn(-c3cc(C)cc(C)c3)c2N)cc1,101,3,107,3,107,2,1,103
O=C(N/N=C/c1ccco1)c1ccccn1,96,-1,80,1,95,6,13,95
COc1cccc(CN=C2Nc3ccccc3CS2)c1,95,-2,105,7,93,-12,-8,90
O=C1NC(=O)C(Cc2ccccc2)(c2cccnc2)N1 (centres undefined),95,9,103,-1,109,7,4,104
CN(C)c1ccc(NC(=O)CSc2nc3ccccc3c(=O)n2C2CCCCC2)cc1,101,-3,105,1,99,-5,10,98
CCOc1ccc(NC(=O)CN(C)C(=O)CCCOc2ccc(Cl)c(C)c2)cc1OCC,91,1,123,11,102,1,8,82
COc1ccc(-n2cccc2/C=C2\C(=N)N3N=C(c4ccco4)SC3=NC2=O)cc1,97,2,83,-1,103,-19,5,100

Main list, from the first entry:
canonical_smiles,LAP4 TOR yeast,proCasp3 act,CR mimetic SO,AHR act,MEP2-GFP yeast,procasp7 counter,JMJD2C inh,RPL19A TOR yeast
CN(C)C(=O)CNc1n[nH]c(=S)[nH]c1=O,105,4,98,0,106,3,3,99
CCn1nc(C)c(Br)c1-c1nc(CS(=O)(=O)c2ccc(F)cc2)no1,102,4,106,0,98,-2,-20,96
Cc1ccc(C)c(C(C)NC(=O)c2ccccc2Br)c1 (centres undefined),100,0,78,0,96,-5,-4,101
O=C(N/N=C/C=C/c1ccccc1[N+](=O)[O-])c1cccnc1,95,-2,94,72*,105,-1,-18,104
Cc1ccc(OCc2nn3c(-c4ccco4)nnc3s2)cc1,90,-1,101,-5,97,-40,-18,91
C/C=C/C(=O)OCC(=O)Nc1ccc(SC(F)F)cc1,108,-1,104,5,98,3,-12,103
Cc1ccc(CCNC(=O)c2nnn(-c3cc(C)cc(C)c3)c2N)cc1,101,3,107,3,107,2,1,103
O=C(N/N=C/c1ccco1)c1ccccn1,96,-1,80,1,95,6,13,95
COc1cccc(CN=C2Nc3ccccc3CS2)c1,95,-2,105,7,93,-12,-8,90
O=C1NC(=O)C(Cc2ccccc2)(c2cccnc2)N1 (centres undefined),95,9,103,-1,109,7,4,104
CN(C)c1ccc(NC(=O)CSc2nc3ccccc3c(=O)n2C2CCCCC2)cc1,101,-3,105,1,99,-5,10,98
CCOc1ccc(NC(=O)CN(C)C(=O)CCCOc2ccc(Cl)c(C)c2)cc1OCC,91,1,123,11,102,1,8,82
COc1ccc(-n2cccc2/C=C2\C(=N)N3N=C(c4ccco4)SC3=NC2=O)cc1,97,2,83,-1,103,-19,5,100
COc1ccc(CCNC(=O)c2ccc(CS(=O)(=O)c3ccc(C)cc3)o2)cc1OC,99,-1,116,-1,103,3,123,105
CCc1cccc(NC(=O)Nc2cccs2)c1,92,0,98,10,94,1,1,92
Cc1nc2cc(NC(=O)Nc3ccc(Br)cc3)ccc2o1,92,-8,94,-1,98,3,0,93
COC(=O)c1ccccc1Nc1cc(C)nc2nc(C)nn12,103,12,93,-1,102,5,2,101
CCOC(=O)C1(Cc2ccccc2C)CCCN(S(=O)(=O)c2cccnc2)C1 (centres undefined),81,10,97,5,96,7,0,98
C=C(C)Cn1c(=O)c2c(nc3n2CCCN3Cc2ccccc2)n(C)c1=O,102,0,79,3,106,4,36,99
CCC1Sc2ccc(S(=O)(=O)CCC(=O)NCc3cccs3)cc2NC1=O (centres undefined),106,3,101,1,108,-1,-8,100
CC(=O)Nc1ccc2[nH]c3ccccc3c2c1,88,-11,90,-4,99,-4,8,99
N#Cc1ccc(OCC(=O)OCC(=O)NCCC2=CCCCC2)cc1,97,0,102,1,107,-3,-11,104
COc1ccc(OCc2cc(C(=O)NC(C)Cn3cncn3)no2)c(Cl)c1 (centres undefined),101,1,93,14,103,8,-14,102
Cc1onc(-c2ccccc2)c1C(=O)Nc1cccc(C#N)c1,96,0,101,-2,103,0,2,95
O=C(O)c1ccc2cccc(O)c2n1,101,-3,108,0,84,0,4,94
O=C(COC(=O)CCc1ccccc1)NC12CC3CC(CC(C3)C1)C2,114,5,103,-3,101,-2,2,101
Cc1nc(-c2ccc(NS(=O)(=O)c3ccccc3)cc2)cs1,102,5,107,1,107,2,4,99
Cc1ccc(NC(=O)Cc2nc(-c3c[nH]c(C(=O)N4CCCC4)c3)cs2)c(C)c1,105,4,97,11,97,2,0,100
CCC(=O)N1CCc2cc(S(=O)(=O)N3CCc4ccccc4C3)ccc21,82,4,115,-3,91,-5,-14,96
CC(=O)Nc1ccc2nc(NC(=O)c3ccc([N+](=O)[O-])o3)sc2c1,72,2,107,58*,89,-15,-5,90
N/C(=N\OC(=O)COc1ccc([N+](=O)[O-])cc1)c1ccncc1,95,-10,120,2,102,-5,-10,101
Cc1ccc(NC(=O)CSc2n[nH]c(-c3ccco3)n2)cc1,95,3,79,-1,100,4,18,96
CC(=O)NCCc1nc2cc(NC(=O)c3cccs3)ccc2n1C,99[may fluoresce violet],-5,119,17,271*[may fluoresce violet],9,2,90[may fluoresce violet]
Cc1cccc(NC(=O)Nc2ccc(C)c(C)c2)n1,95[may fluoresce violet],7,113,43,86[may fluoresce violet],2,-1,83[may fluoresce violet]
COc1ccc(/C=N\NC(=O)C2C(=O)NCC2c2ccccc2)cc1O (centres undefined),86,-7,94,1,105,3,0,103
O=C(NCCS(=O)(=O)NC1CCCC1)c1ccccc1,89,3,101,1,99,-2,?,95
Cc1cc(=O)oc2c1c(C)nn2-c1ccc(Br)cc1,111,-2,97,67*,115,4,-31,93
COc1ccc(NS(=O)(=O)c2cccc(C(=O)NCCc3ccc(S(N)(=O)=O)cc3)c2)cc1,100,4,150,-1,102,3,-3,106
O=C(O)c1ccn(CSc2cc(Cl)ccc2Cl)n1,91,-1,93,-1,91,1,-1,94
COc1ccc(NC(C)c2cc(Cl)ccc2O)cc1 (centres undefined),102,-3,96,6,96,-13,1,98
COc1cc(OC)c(C2N(c3ccc(Cl)c(Cl)c3)C(=O)C3CCCN32)cc1OC (centres undefined),103,1,119,6,99,3,-6,100
COCc1cc(C)nc(SCC[N+](C)(C)CC(=O)Nc2cccc(C(F)(F)F)c2)c1C#N,101,-4,105,-2,106,1,-12,95
COc1ccc(N2C(=O)c3ccccc3C(C)(C)C2=O)cc1,108,8,98,-5,117,4,-32,92
O=C(c1nc2ccc(Cl)cn2c1CNCC[C@@H]1C[C@@H]2C=C[C@H]1C2)N1CCCCCCC1,106,3,95,4,106,0,16,108
CC(=O)Oc1ccc2ccccc2c1C(NC(=O)Cc1ccccc1)c1ccc(Cl)cc1 (centres undefined),102,12,96,12,105,3,10,105
CCN(CC(=O)Nc1c(F)cccc1F)C(=O)CSc1nc(C)cc(C)n1,104,-1,95,16,107,-3,5,121
Cc1ccc(NC(=O)/C(C#N)=C/c2cn(CC(=O)NCc3ccco3)c3ccccc23)cc1C,88,-5,113,0,111,-15,7,83
COc1ccc(NC(=S)N(CCCN2CCOCC2)Cc2cn(C)c3ccccc23)cc1,98,-4,110,1,97,-11,0,101
CS(=O)(=O)NN1C(=O)c2ccccc2NC1c1ccccc1 (centres undefined),104,-9,98,2,104,-7,-13,102
CCOc1ccc(S(=O)(=O)NCC(=O)NC2CCCCC2)cc1,100,0,95,0,102,-1,-2,105
CCN(CC(=O)NC(C)(C)C)C(=O)c1ccccc1SCC(=O)NC1CCCCCCC1,98,-13,90,0,102,0,-2,97
O=C(NCCCN1CCOCC1)c1ccc(NS(=O)(=O)c2cccc([N+](=O)[O-])c2)cc1,96,4,104,0,91,6,-7,96
CCc1ccc(N2CC(C(=O)NNC(=O)c3ccc(F)cc3)CC2=O)cc1 (centres undefined),88,2,113,8,99,7,1,95
COC(=O)c1ccc(C(=O)OC)c(NC(=S)N2CCN(c3ccccc3)CC2)c1,82,3,101,-1,94,-7,3,115
COc1ccc(NC(=O)Cn2c(-c3ccccc3)cn(-c3ccc(C)cc3)c2=O)cc1,101,8,96,2,98,5,-5,97
Cc1c(Cl)cccc1NC(=O)COC(=O)CN1C(=O)NC(C)(C)C1=O,?,0,106,0,?,5,1,?
CCNCC(=O)Nc1c(C)cccc1C,105,5,103,-1,103,9,.,106
CN(C)c1cccc(C(=O)OCC(=O)Nc2nccs2)c1,94,1,87,1,101,-8,-3,107
O=C(Nc1ccc(N2CCN(C(=O)c3ccco3)CC2)cc1)c1ccccc1F,103,8,84,-11,102,-2,7,98
COc1cccc(/C=N/Nc2ccc(C(=O)O)cc2)c1O,117,10,95,-10,111,0,.,109

Printed as active in MEP2-GFP yeast, of those listed so far:
SMILES | LAP4 TOR yeast | proCasp3 act | AHR act | MEP2-GFP yeast | JMJD2C inh | RPL19A TOR yeast
CC(=O)NCCc1nc2cc(NC(=O)c3cccs3)ccc2n1C | 99[may fluoresce violet] | -5 | 17 | 271*[may fluoresce violet] | 2 | 90[may fluoresce violet]

Continued:
canonical_smiles,LAP4 TOR yeast,proCasp3 act,CR mimetic SO,AHR act,MEP2-GFP yeast,procasp7 counter,JMJD2C inh,RPL19A TOR yeast
O=[N+]([O-])c1ccc(-c2ncc(-c3ccc(Br)cc3)o2)cc1,107,-1,90,2,98,2,3,95
O=C(COC(=O)c1ncc(Cl)c(Cl)c1Cl)c1ccc(Cl)s1,99,2,85,1,104,5,-2,104
CC(=O)[C@H]1[C@H](CCc2ccccc2)NC(=O)N(Cc2ccccc2)[C@@H]1C,126,4,91,-2,93,13,5,100
COc1ccc(CC(=O)N2CCC(n3nccc3NC(=O)C3CCOC3)CC2)cc1 (centres undefined),88,2,137,0,98,2,0,96
